Screening data deposited in PubChem BioAssay by Broad Institute.
RAD52 anneal inh – RAD52 (human) annealing inhibition. P43351. recombinant RAD52 DNA annealing, FRET fluorescence. inhibition, % at 18.7 µM. hit rate 0.46% among 360,000. AID 651710;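 active = every replicate showing at least 50% inhibition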
esBAF inh – inhibitors of esBAF chromatin remodeling in mouse ES cells; reporter increase, % at 12.5 µM; Bmi1-luciferase knock-in reporter, 24 h; 100% = twice the neutral-well signal; hit rate 2% among 350,000; in the data active = activation above about 40%;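 note: 0% = median of the plate's neutral control wells and 100% = double that signal; a rise in the Bmi1 reporter signal indicates esBAF inhibition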
GSIS activator – primary screen for activators of insulin secretion dependent on glucose, INS-1E cells, GLuc reporter luminescence | INS-1E GLuc reporter insulin secretion, 2-3 h | activation, % at 16.6 µM | hit rate 0.61% among 370,000;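 active = lowest replicate activation of at least 40%, so every replicate reaches that level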;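 note: 0% = median of neutral control wells and 100% = median of IBMX positive control wells; some compounds called inactive have numbers as strong as hits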
CFTR F508del cor – CFTR F508del correction in bronchial cells | hit rate 0.36% among 350,000 | AID 720511 | activity (quench increase), % at 7.58 µM | CFBE cells, YFP halide quenching; stimulated with forskolin plus potentiator P3; % fluorescence drop versus neutral controls;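 active = mean added fluorescence quench of at least 8% versus neutral control, with both replicates also reaching 8%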;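 note: cells transiently co-express mutant CFTR-F508del with the halide-sensitive YFP; corrector assay measuring rescue of mutant channel to the surface after 24 h compound exposure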
ARNT TACC3 PPI – ARNT/TACC3 interaction disruption; Q9Y6A5; inhibition, % at 9.99 µM; AID 623870; AlphaScreen His-ARNT PAS-B/GST-TACC3 binding, luminescence; TACC3 fragment carries E629A point mutation; hit rate 0.66% among 390,000;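 active = mean inhibition of replicates at least 50% and at least half of replicates each reaching 50%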;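 note: 0% = complete ARNT plus TACC3 wells and 100% = ARNT alone without TACC3; many hits fall short of the cut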
ERAP1 HTS inh – blocks human ERAP1 aminopeptidase activity; Q9NZ08; inhibition, % at 10.7 µM; hit rate 0.15% among 340,000; recombinant ERAP1, Leu-AMC fluorescence, 60 min;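 active = mean replicate inhibition of at least 30%, or all replicates individually reaching that 30% level; inactive = mean below 30% and not every replicate reaching it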;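 note: 0% = neutral control wells and 100% = L-leucinethiol positive control wells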
Target sequence (Q9NZ08 whole entry, looked up): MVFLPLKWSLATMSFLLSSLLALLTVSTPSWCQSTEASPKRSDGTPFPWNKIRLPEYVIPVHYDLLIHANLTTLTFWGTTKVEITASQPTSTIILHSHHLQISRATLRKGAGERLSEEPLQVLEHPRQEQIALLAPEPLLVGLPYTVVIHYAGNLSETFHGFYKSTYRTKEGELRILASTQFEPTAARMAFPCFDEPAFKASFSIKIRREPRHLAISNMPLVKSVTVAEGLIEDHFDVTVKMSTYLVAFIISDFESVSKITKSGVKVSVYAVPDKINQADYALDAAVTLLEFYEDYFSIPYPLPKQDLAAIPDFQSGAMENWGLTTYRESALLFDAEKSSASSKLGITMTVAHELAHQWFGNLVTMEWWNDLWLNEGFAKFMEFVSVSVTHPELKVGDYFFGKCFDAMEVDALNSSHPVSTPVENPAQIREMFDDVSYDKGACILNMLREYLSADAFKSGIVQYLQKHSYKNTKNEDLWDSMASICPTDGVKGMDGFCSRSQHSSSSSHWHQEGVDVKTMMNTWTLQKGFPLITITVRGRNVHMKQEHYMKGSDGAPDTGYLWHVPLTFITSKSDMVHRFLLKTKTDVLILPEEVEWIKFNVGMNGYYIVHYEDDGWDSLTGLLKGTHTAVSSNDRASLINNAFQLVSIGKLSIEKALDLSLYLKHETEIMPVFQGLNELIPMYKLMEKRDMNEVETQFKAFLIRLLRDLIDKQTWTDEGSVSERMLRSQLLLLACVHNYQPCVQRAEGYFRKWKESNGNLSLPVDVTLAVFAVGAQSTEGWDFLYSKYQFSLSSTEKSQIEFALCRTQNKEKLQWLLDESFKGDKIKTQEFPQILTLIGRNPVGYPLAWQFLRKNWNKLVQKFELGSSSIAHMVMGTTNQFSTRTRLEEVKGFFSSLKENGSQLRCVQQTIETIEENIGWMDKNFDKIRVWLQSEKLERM
RAD54 inh – blocks human RAD54 Holliday junction branch migration | Q92698 | FAM/BHQ fluorescence | inhibition, % at 10.4 µM | hit rate 0.14% among 360,000 | AID 602329;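 active = mean normalized replicate activity at least 40 and at least half of replicates scoring 40 or more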;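 note: 0% = median of neutral control wells and 100% = median of positive control wells; inhibitors cause a drop in the FAM fluorescence signal; in these data hits start at about 50%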
XiGFP reactiv – X-chromosome reactivation activator; XiGFP mouse fibroblasts, % GFP-positive cells imaging, 3 d; cells co-treated with 5-aza-dC sensitizer; scaled so ellipticine positive control = 100%; activation, % at 7.58 µM; hit rate 0.055% among 360,000; AID 743238;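 active = mean normalized replicate activation at least 10% and every replicate at or above 10%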;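 note: 0% = median of on-plate neutral control wells and 100% = ellipticine 6 µM median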
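Assay system: SV40-immortalized XiGFP fibroblast cells, line 68-5-11; buffer or medium: DMEM plus 5-aza-dC sensitizer; compound: one concentration, pinned; timing: compounds 3 days, fix/stain 15 min at room temperature; benchmarks: positive control ellipticine, 6 µM final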
* hit, by the source's call; nt = no result given; & = joins results of further samples.

| smiles | RAD52 anneal inh | esBAF inh | GSIS activator | CFTR F508del cor | ARNT TACC3 PPI | ERAP1 HTS inh | RAD54 inh | XiGFP reactiv |
| --- | --- | --- | --- | --- | --- | --- | --- | --- |
| C[C@@H]1CCCCO[C@H](CN(C)Cc2ccncc2)[C@H](C)CN([C@@H](C)CO)C(=O)c2cc(NC(=O)CCC(F)(F)F)ccc2O1 | 37 | 1 | 8 | 3.8 | -9 | -2 | -12 | 0.1 |
| O=C(CCC(=O)c1ccc(F)cc1)Nc1cccnc1 | nt | -2 | 2 | nt | 2 | nt | 7 | nt |
| CCOC(=O)C1(Cc2ccc(Cl)cc2)CCN(C(=O)CCc2cnccn2)CC1 | 0 | 5 | -8 | 1.9 | -4 | -5 | -2 | 0.0 |
| C[C@H]1CN([C@@H](C)CO)C(=O)CCCn2nncc2CO[C@H]1CN(C)C(=O)Nc1ccc(-c2cccs2)cc1 | 10 | 8 | -11 | 1.5 | -5 | 2 | 9 | 0.4 |
| N#Cc1cccc(NC(=O)COC(=O)c2ccccc2C(=O)c2ccc(Cl)c([N+](=O)[O-])c2)c1 | nt | 20 | -25 | nt | 25 | nt | 7 | 1.0 |
| C[C@H](CO)N1C[C@H](C)[C@@H](CN(C)C(=O)Nc2ccc3c(c2)OCO3)Oc2ccc(NS(=O)(=O)c3ccccc3)cc2CC1=O | nt | 6 | 3 | 0.2 | nt | nt | nt | 0.2 |
| CCOC(=O)Nc1cc(OC)cc2ccc(C)nc12 | -11 | -10 | nt | -6.8 | nt | 0 | 5 | -0.1 |
| COc1cccc(C(=O)NC(C)c2ccc(-c3ccccc3)cc2)c1OC (stereo not given) | -11 | 5 | -1 | -0.4 | -4 | -3 | -8 | 0.1 |
| COc1ccc(-c2cn(CCO)c(-c3ccncc3)n2)cc1 | -6 | -3 | 10 | 5.6 | -1 | -4 | 0 | -0.3 |
| Cc1cccc(C)c1-n1nnnc1C(c1ccnc2ccccc12)N(CCN(C)C)Cc1ccccc1 (stereo not given) | 0 | nt | -16 | -6.4 | nt | -1 | nt | 0.2 |
| CNC[C@@H]1OCCCC[C@H](C)Oc2ccc(NS(=O)(=O)c3ccccc3)cc2C(=O)N([C@H](C)CO)C[C@@H]1C | -25 | -4 | 5 | 1.5 | -9 | -5 | -9 | -0.7 |
| Cc1ccc(-n2nc(C)c(/C=N/NC(=O)c3cccs3)c2Cl)cc1 | -4 | nt | nt | -4.7 | 4 | 6 | nt | 0.0 |
| CCn1c(SCC(=O)OC)nc2sc3c(c2c1=O)CCC3 | nt | 0 | 15 | nt | -5 | nt | 7 | nt |
| OC[C@@H]1CN(Cc2ccc3c(c2)OCO3)C[C@H](n2cnc3c(NC4CCC4)ncnc32)O1 | -2 | -7 | -1 | 2.3 | nt | 2 | 12 | 0.0 |
| OC[C@@H]1[C@H](c2ccc(C#Cc3cccnc3)cc2)[C@H]2CN(Cc3ccccc3F)CCCCN12 | 54* | 0 | -19 | 1.2 | 3 | -1 | 3 | 0.1 |
| Cc1cc(S(=O)(=O)N2CCN(c3ccccc3O)CC2)c(C)s1 | -22 | -7 | 1 | -0.8 | 3 | 3 | 8 | 0.2 |
| CNC(=O)C[C@H]1CC[C@@H]2[C@H](COc3ccc(NC(=O)Nc4ccc(C)cc4)cc3C(=O)N2C)O1 | 2 | 7 | 16 | 1.0 | -21 | -3 | -9 | 0.2 |
| CNC(=O)c1c(Br)cnn1-c1ccc(C)cc1 | -10 | 84* | 7 | -2.8 | -4 | -1 | 0 | 0.0 |
| COC(=O)c1sc2cc(C(F)(F)F)cnc2c1-c1ccccc1 | -12 | -11 | 58 | 6.0 | -13 | 4 | nt | nt |
| COc1ccc(CN2CN(S(=O)(=O)c3cccs3)c3nc4ccccc4nc32)cc1 | -26 | nt | 5 | 0.3 | 4 | 1 | nt | 0.0 |
| CCOC(=O)c1sc(NC(=O)C2C3C=CC(C3)C2C(=O)O)nc1C (stereo not given) | -8 | -6 | 4 | 1.0 | 1 | 3 | -5 | nt |
| COc1ccc(S(=O)(=O)Nc2ccc3c(c2)C(=O)N([C@@H](C)CO)C[C@@H](C)[C@H](CN(C)Cc2ccc4c(c2)OCO4)OCCCC[C@@H](C)O3)cc1 | 24 | -5 | 2 | 2.8 | 3 | -4 | 1 | 0.3 |
| O=C(NCCN1CCOCC1)c1ccc(CS(=O)(=O)c2c(Cl)cccc2Cl)o1 | -6 | -5 | -11 | -0.6 | nt | -3 | -3 | 0.2 |
| CN(C)C(=O)C[C@@H]1C=C[C@@H](NS(=O)(=O)c2ccccc2)[C@@H](CO)O1 | -2 | -8 | -1 | 0.3 | -1 | 0 | -2 | 0.2 |
| CC(C)OCCCNC(=O)c1cccc2c1C(=O)c1ccc(Cl)cc1S2(=O)=O | 1 | 14 | nt | 0.1 | -6 | 1 | -5 | 0.1 |
| O=C1CC2(CCN(C(=O)c3cccc([N+](=O)[O-])c3)CC2)Oc2ccccc21 | -3 | -4 | 6 | -2.8 | -3 | 5 | nt | 0.4 |
| CCC(=O)N(C)C[C@H]1[C@H](c2ccc(-c3cccnc3)cc2)[C@@H](CO)N1C(C)=O | -14 | 2 | 5 | -1.7 | -3 | -1 | -10 | 0.0 |
| COc1cccc(N2CCN(C(=S)Nc3ccccc3)CC2)c1 | -9 | -7 | nt | 1.9 | 2 | 4 | 9 | 0.3 |
| O=C(NC[C@H]1[C@@H](c2ccccc2)[C@H](CO)N1C(=O)Cc1cccnc1)C1CCC1 | nt | 3 | 5 | -1.7 | -7 | nt | -2 | 0.0 |
| COc1ccc(S(=O)(=O)N(C)C[C@H]2Oc3c(NS(=O)(=O)c4cn(C)cn4)cccc3C(=O)N([C@H](C)CO)C[C@H]2C)cc1 | -15 | 2 | 13 | 2.5 | nt | -2 | -4 | -1.0 |
| O=C(C[C@@H]1C[C@H]2c3cc(NS(=O)(=O)c4ccc(F)cc4)ccc3O[C@H]2[C@H](CO)O1)NCc1ccccn1 | -4 | 2 | -6 | -0.7 | 4 | -1 | 9 | 0.1 |
| O=C(CSc1nc(C2CCCCC2)nc2ccccc12)N1CCCC1 | -11 | nt | -5 | 0.1 | nt | 22 | nt | -0.1 |
| Cc1noc(C)c1NC(=O)Nc1ccc2c(c1)CC(=O)N([C@H](C)CO)C[C@@H](C)[C@@H](CN(C)CC1CC1)O2 | -4 | -2 | 27 | 1.1 | -3 | 0 | -4 | 0.1 |
| CCCCCOc1ccccc1C(=O)NCCCCCC(=O)O | -11 | 3 | 13 | -4.0 | -2 | -2 | -6 | -0.2 |
| COc1ccc2cc(C(c3nnnn3C3CCCC3)N3CCOCC3)c3nnnn3c2c1 (stereo not given) | 0 | nt | 1 | 1.0 | -2 | 0 | nt | 0.0 |
| Cc1ccc(NS(=O)(=O)c2ccc(C)c(NC(=S)NCCN3CCOCC3)c2)c(C)c1 | -8 | -3 | nt | 1.9 | 11 | -1 | -3 | 0.3 |
| CCOc1cc(CNCCO)ccc1OCC(=O)NC(C)(C)C | -4 | nt | 9 | -1.5 | -4 | 0 | -4 | 0.2 |
| CCCCn1c(N)c(N(CC(C)C)C(=O)CSCc2cccc(C)c2)c(=O)[nH]c1=O | -2 | nt | -9 | -3.4 | -6 | 0 | nt | -0.1 |
| C[C@H](CO)N1C[C@H](C)[C@@H](CN(C)CC2CCCC2)Oc2ncc(C#Cc3ccccn3)cc2C1=O | nt | -2 | 5 | 1.0 | nt | nt | nt | -1.2 |
| CCC(C)Nc1nc(N)c([N+](=O)[O-])c(NCc2ccccc2)n1 (stereo not given) | -15 | -5 | 3 | 6.0 | 2 | -3 | -5 | 0.0 |
| Cc1ccc(-c2nc(C#N)c(N3CCC(C)CC3)o2)cc1 | -7 | 5 | 1 | -2.3 | 31 | 2 | -14 | 0.0 |
| CCCCc1nc2ccc(S(=O)(=O)O)cc2[nH]1 | -16 | nt | 14 | 0.2 | -5 | -4 | nt | -0.1 |
| C[C@@H]1CN([C@H](C)CO)C(=O)c2cc(-c3ccc(C#N)cc3)cnc2O[C@H]1CN(C)Cc1ccccn1 | -5 | -4 | 22 | 1.9 | 14 | 0 | 4 | -0.6 |
| COC(=O)C1OCOC2C(C(=O)OC)OCOC12 (stereo not given) | -5 | 6 | nt | 3.2 | -5 | 7 | -4 | 0.1 |
| CNc1ccccc1C(=O)OCC(=O)N1CCc2ccccc2C1 | -3 | 18 | -8 | -1.2 | nt | -9 | -3 | 0.0 |
| COc1ccc(CNC(=O)c2cc(-c3ccccc3OC)on2)cc1 | -3 | 4 | 12 | -0.2 | -4 | 1 | -6 | nt |
| COc1ccc(S(=O)(=O)N(C)C[C@@H]2Oc3ccc(NC(=O)Cc4ccccc4)cc3CC(=O)N([C@H](C)CO)C[C@@H]2C)cc1 | -12 | 3 | -14 | 0.4 | 1 | -4 | 1 | -0.1 |
| CC1CCCC(C)N1/N=C/C=C/c1ccccc1[N+](=O)[O-] (stereo not given) | -3 | nt | 9 | 0.6 | 35 | -4 | nt | 0.0 |

Sorted by value in ERAP1 HTS inh (high to low): 3 of the compounds above.
| mol | ERAP1 HTS inh |
| --- | --- |
| CCC(C)Nc1nc(N)c([N+](=O)[O-])c(NCc2ccccc2)n1 (stereo not given) | -3 |
| CCCCc1nc2ccc(S(=O)(=O)O)cc2[nH]1 | -4 |
| CNc1ccccc1C(=O)OCC(=O)N1CCc2ccccc2C1 | -9 |

Other records follow.
| smiles | RAD52 anneal inh | esBAF inh | GSIS activator | CFTR F508del cor | ARNT TACC3 PPI | ERAP1 HTS inh | RAD54 inh | XiGFP reactiv |
| --- | --- | --- | --- | --- | --- | --- | --- | --- |
| C/C(=N\O)c1noc(C)c1C(=O)Nc1nccs1 | -13 | 1 | -1 | 0.5 | -6 | -2 | -10 | 0.3 |
| CN(C(=O)Cn1nc(C(=O)O)c2ccccc2c1=O)C1(C#N)CCCCC1 | 1 | -3 | 4 | -3.3 | -4 | -2 | 10 | -0.1 |
| COCCN(C(=O)CNC(=O)c1ccco1)C(C(=O)NC1CCCC1)c1ccccc1F (stereo not given) | -12 | -1 | 8 | -0.3 | 3 | 2 | -2 | 0.1 |
| COC(=O)c1sc(NC(=O)C(C)c2ccccc2)nc1C (stereo not given) | nt | -7 | 5 | nt | -4 | nt | -4 | 0.0 |
| Nc1cc(Cc2ccccc2)ccc1O | -15 | 4 | nt | 2.3 | 6 | -2 | 10 | 0.1 |
| Cc1ccc(S(=O)(=O)Nc2ccc3c(c2)CC(=O)N([C@@H](C)CO)C[C@@H](C)[C@H](CN(C)Cc2ccc(Oc4ccccc4)cc2)O3)cc1 | 38 | 3 | 4 | 4.1 | 21 | 1 | -4 | -0.2 |
| Cc1ccccc1CSc1nnc(NC(=O)C2COc3ccccc3O2)s1 (stereo not given) | nt | 1 | -27 | nt | -2 | nt | -9 | nt |
| COc1ccc(NC(=O)N(C)C[C@H]2Oc3c(NC(=O)c4ccncc4)cccc3C(=O)N([C@H](C)CO)C[C@@H]2C)cc1 | -7&-14 | 4&-6 | -1 | -3.8&0.0 | 12&0 | 0&10 | -2&8 | -0.5&-0.3 |
| CN(Cc1ccccc1)C(=S)NC(=O)c1cccs1 | -19 | 1 | 24 | 0.4 | 6 | -3 | 5 | 0.0 |
| CC(=O)C[C@@H](O)CC(=O)[C@H]1OC(=O)CC/C=C\Cc2ccccc21 | -3 | -7 | nt | 0.7 | -3 | 2 | -6 | 1.0 |
| O=S1(=O)N=C2CCCN2C(c2ccc(F)cc2)N1 (stereo not given) | nt | -13 | -4 | nt | -4 | nt | -14 | nt |
| COc1cccc(CNC(=O)CCn2ccc3cc(S(=O)(=O)N4CCC(C)CC4)ccc32)c1 | -10 | 15 | -32 | 1.0 | 7 | 5 | -2 | 0.1 |
| Cc1cc(C)cc(-n2nnc3ccccc3c2=O)c1 | -10 | 16 | 17 | 3.2 | nt | 1 | 2 | 0.0 |
